697 NFkB inh: lowers PMA/ionomycin-induced NF-kB signal in 697 B cells; 697 B-cell NF-kB luciferase reporter, 16 h; AID 435022; 0.33% of 330,000 active; inhibition, % at 4 µM; in the data active = inhibition above about 35%
EBI2 antag: blocks human EBI2 receptor beta-arrestin signaling; P32249; EBI2 beta-arrestin recruitment, luminescence, 7a,25-OHC stimulated; inhibition, % at 5 µM; 0.81% of 360,000 active; AID 651636; in the data active = inhibition above about 38%;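 also: enzyme fragment complementation signal reports receptor beta-arrestin coupling in cells; 0% = agonist plus DMSO wells and 100% = wells without agonist; some results beyond the cut were filed as inactive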
Target sequence (P32249 whole entry, looked up, the tested form may be a part): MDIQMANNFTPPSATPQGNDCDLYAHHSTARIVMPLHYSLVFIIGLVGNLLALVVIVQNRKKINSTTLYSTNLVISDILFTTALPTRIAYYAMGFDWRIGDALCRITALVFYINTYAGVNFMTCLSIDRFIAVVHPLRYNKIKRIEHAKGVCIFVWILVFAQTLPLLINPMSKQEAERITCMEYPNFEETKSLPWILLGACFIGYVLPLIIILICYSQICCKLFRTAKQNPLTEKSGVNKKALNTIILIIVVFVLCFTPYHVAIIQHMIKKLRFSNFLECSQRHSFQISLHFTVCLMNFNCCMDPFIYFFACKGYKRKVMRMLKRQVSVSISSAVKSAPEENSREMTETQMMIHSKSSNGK
Mdm2 MdmX PPI: inhibitors of human Mdm2/MdmX interaction; AID 485346; inhibition, % at 8 µM; 3% of 330,000 active; SaOS-2 split-luciferase Mdm2/MdmX complementation, luminescence; O15151+Q00987;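 active = inhibition of at least 50% at 8 µM in the primary screen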
UPR XBP1 act: adaptive UPR (XBP1) activation; CHO-XBP1 luciferase reporter, IRE1-XBP1 UPR activation, luminescence; percent of tunicamycin response, DMSO as zero; activation, % at 20 µM; 0.33% of 330,000 active;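 active = versus positive control, 20 µM dose yields 30% or more activation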;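 also: 100% = tunicamycin at 10 µg/mL and 0% = DMSO only wells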
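Material: CHO cell line with stable XBP1 luciferase reporter; schedule: 16-18 h cell attachment at 37 °C, then 6 h compound exposure; signal: glow luminescence from Steady-Glo reagent; medium: serum-containing F12 medium, 10% FBS; benchmarks: tunicamycin 10 µg/mL and vehicle-only wells; read-out: percent activation relative to tunicamycin reference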
CCR6 antag: blocks CCL20-driven beta-arrestin recruitment at human CCR6 | P51684 | CHO-K1 CCR6 PathHunter beta-arrestin, luminescence, CCL20-stimulated | inhibition, % at 20 µM | 0.49% of 340,000 active;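 active = compounds whose inhibition of the agonist-driven luminescence signal at 20 µM reaches about 50%, limit read from the data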;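 also: cells stimulated with CCL20 at 14 nM final; plate controls were DMSO with CCL20 for no effect and DMSO without agonist for full effect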
Target sequence (P51684 whole entry, looked up): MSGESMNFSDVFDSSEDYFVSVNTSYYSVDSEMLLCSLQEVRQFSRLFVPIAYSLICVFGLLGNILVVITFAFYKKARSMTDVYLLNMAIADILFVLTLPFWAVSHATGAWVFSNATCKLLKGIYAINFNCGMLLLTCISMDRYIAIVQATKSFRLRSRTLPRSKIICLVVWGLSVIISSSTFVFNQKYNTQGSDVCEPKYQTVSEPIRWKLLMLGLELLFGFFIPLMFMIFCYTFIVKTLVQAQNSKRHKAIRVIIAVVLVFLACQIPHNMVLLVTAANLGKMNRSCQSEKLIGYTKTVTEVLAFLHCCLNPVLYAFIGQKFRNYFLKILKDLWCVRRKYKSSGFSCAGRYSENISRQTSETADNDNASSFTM
CXCR6 block: blocks human CXCR6 beta-arrestin recruitment; O00574; CHO-K1 PathHunter CXCR6 beta-arrestin, luminescence; inhibition, % at 20 µM; 0.36% of 360,000 active; AID 602244; in the data active = inhibition above about 34%, passing the limit was not always enough;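 also: antagonist mode with CXCL16 agonist at 10 nM final; 0% = 10 nM CXCL16 with DMSO and 100% = unstimulated wells without agonist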
Target sequence (O00574 whole entry, looked up): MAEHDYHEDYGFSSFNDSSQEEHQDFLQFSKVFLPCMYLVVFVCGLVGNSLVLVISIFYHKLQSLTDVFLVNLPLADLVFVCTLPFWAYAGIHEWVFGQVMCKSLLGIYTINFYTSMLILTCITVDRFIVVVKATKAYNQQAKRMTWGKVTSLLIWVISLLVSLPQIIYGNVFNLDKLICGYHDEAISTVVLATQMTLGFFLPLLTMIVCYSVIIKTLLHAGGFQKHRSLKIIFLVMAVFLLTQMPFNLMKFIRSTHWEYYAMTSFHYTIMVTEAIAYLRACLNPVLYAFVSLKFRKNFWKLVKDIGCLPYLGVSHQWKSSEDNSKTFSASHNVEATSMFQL
Jurkat NFkB inh: lowers PMA/ionomycin-induced NF-kB signal in Jurkat cells; PMA/ionomycin-induced NF-kB luciferase reporter, luminescence; inhibition, % at 4 µM; 0.53% of 330,000 active; AID 435003; in the data active = inhibition above about 50%
Gli-Sufu antag: blocks Gli-Sufu signaling in a luciferase reporter. inhibition, % at 5 µM. 0.74% of 340,000 active. Sufu-KO-LIGHT fibroblasts, Gli luciferase reporter luminescence;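 active = inhibition above about 55%, limit read from the data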;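 also: 0% = DMSO-treated cells and 100% = wells with medium but no cells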
CHOP UPR activ: apoptotic UPR (CHOP) activation; activation, % at 10 µM; CHO-CHOP luciferase reporter, luminescence; percent of tunicamycin response over DMSO baseline; 0.34% of 330,000 active;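 active = at 10 µM dose, activation of 40% or more, normalized to positive control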;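 also: 100% = tunicamycin at 10 µg/mL and 0% = DMSO alone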
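Test system: CHO CHOP reporter cells. Input: 500 CHO-CHOP cells per well. Medium: F12 with 10% FBS. Technique: luciferase luminescence. Measure: percent activation relative to tunicamycin control. Dosing: 10 µM compound, 0.5% DMSO. Timing: 16-18 h cell attachment, then 6 h compound exposure, 37 °C.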
* hit, by the source's call; x = not tested or not shown.

SMILES	697 NFkB inh	EBI2 antag	Mdm2 MdmX PPI	UPR XBP1 act	CCR6 antag	CXCR6 block	Jurkat NFkB inh	Gli-Sufu antag	CHOP UPR activ
COCCCNC(NC(=O)c1ccc(OC)cc1)C(Cl)(Cl)Cl (stereo not drawn)	9	-8	23	0	21	-6	12	-14	-1.2
CC(=O)Nc1nc2c(C)c(Cl)ccc2s1	11	-1	30	1	0	-8	-6	-4	-1.2
CNS(=O)(=O)c1cccc(C(=O)OCC(=O)NCCCc2ccccc2)c1	-7	0	-11	2	3	0	-12	1	0.1
Cc1cccn2c(=O)c3cc(C(=O)NC4CCCC4)c(=N)n(C4CCCCC4)c3nc12	7	1	27	1	-3	1	-17	23	0.0
COc1ccc(Br)c(C(=O)OCC(=O)N2CCC(Cc3ccccc3)CC2)c1	-11	10	12	-4	13	-3	10	-8	-0.1
CCN(CCNC(=O)c1cccc(N2CCCC2=O)c1)c1ccccc1	22	-2	6	-2	-3	5	-4	-4	3.2
CSc1nc(C)cc(-n2cc(F)c(=O)[nH]c2=O)n1	5	-2	-5	1	19	5	13	-4	-3.3
COc1ccc(C(=O)Nc2nc(-c3ccccn3)cs2)cc1S(=O)(=O)N1CCOCC1	-2	-15	49	0	10	0	9	-2	0.8
COc1ccc(CNc2nc3ccc(C)cc3s2)c(OC)c1OC	-20	9	1	-3	26	5	-28	-2	1.5
CC(Sc1nc(N2CCOCC2)c2c(c1C#N)CC(C)(C)OC2)C(=O)Nc1ccccc1 (stereo not drawn)	-2	3	10	-4	13	4	9	-7	-0.9
NC(=O)c1nsc(C(=O)N(c2ccccc2)C(C(=O)NCC2CCCO2)c2ccc3ncccc3c2)c1N (stereo not drawn)	0	-10	6	-3	0	-3	-9	-28	-0.2
CN(CC(=O)Nc1cccnc1)S(=O)(=O)c1cc(Cl)ccc1Cl	14	9	-5	-2	3	4	12	1	-0.3
O=C(Nc1ccc(-n2cnnn2)cc1)C1CCC1	-6	-1	-4	0	-4	-6	-9	1	0.6
CC1CN(CC(=O)Nc2ccc([N+](=O)[O-])cc2Br)CC(C)O1 (stereo not drawn)	17	4	-39	-3	-7	-1	-5	-20	0.6
CC(=O)c1sc2nc(-c3ccccc3)cc(C)c2c1N	-1	12	34	0	13	4	12	-3	-0.2
CCOc1ccccc1NC(=O)[C@@H](NC(=O)c1cccc(S(=O)(=O)N2CCOCC2)c1)C(C)C	1	11	19	0	5	0	-5	-5	0.5
CC(/C=C/c1ccccc1)=N\NC(=O)CCc1ccccc1	14	-3	-26	-1	7	-4	-6	-7	-1.5
Cc1cc(C)c(NC(=O)CNC(=O)c2cc(C3CC3)nn2-c2ccccc2)c(C)c1	7	-2	13	-4	3	4	-2	-3	-0.7
CCCCCC(O)CCCC(=O)O (stereo not drawn)	x	-3	x	x	3	-6	x	-1	x
O=C(CC1SCCNC1=O)Nc1ccc(F)c(Cl)c1 (stereo not drawn)	-7	-2	-8	-2	-2	-1	4	-1	0.5

Four entries out of the list, ordered by length of the SMILES, rising:
SMILES	697 NFkB inh	EBI2 antag	Mdm2 MdmX PPI	UPR XBP1 act	CCR6 antag	CXCR6 block	Jurkat NFkB inh	Gli-Sufu antag	CHOP UPR activ
CCCCCC(O)CCCC(=O)O (stereo not drawn)	x	-3	x	x	3	-6	x	-1	x
CN(CC(=O)Nc1cccnc1)S(=O)(=O)c1cc(Cl)ccc1Cl	14	9	-5	-2	3	4	12	1	-0.3
CNS(=O)(=O)c1cccc(C(=O)OCC(=O)NCCCc2ccccc2)c1	-7	0	-11	2	3	0	-12	1	0.1
NC(=O)c1nsc(C(=O)N(c2ccccc2)C(C(=O)NCC2CCCO2)c2ccc3ncccc3c2)c1N (stereo not drawn)	0	-10	6	-3	0	-3	-9	-28	-0.2

(listing goes on)
SMILES	697 NFkB inh	EBI2 antag	Mdm2 MdmX PPI	UPR XBP1 act	CCR6 antag	CXCR6 block	Jurkat NFkB inh	Gli-Sufu antag	CHOP UPR activ
COc1ccc(C(=O)Nc2ccnn2C2CCN(CC3CC=CCC3)CC2)cc1 (stereo not drawn)	15	-3	-13	5	15	8	-10	26	1.2
O=C(Oc1cccc(Br)c1)c1cccnc1	13	-20	-5	0	6	-2	-1	-6	1.6
Cc1ccc(OCC(O)Cn2c(N)nc3c2c(=O)n(C)c(=O)n3C)cc1 (stereo not drawn)	-8	5	9	0	-1	3	3	6	-1.8
O=C(OCC#CCSc1nnc(-c2cccc3ccccc23)o1)c1cnc[nH]1	-14	-36	23	-3	-2	-11	1	-9	-0.5
CC1CN(c2oc(-c3ccco3)nc2C#N)CC(C)O1 (stereo not drawn)	4	-9	-11	-1	-14	4	-6	-1	-2.1
CCOC(=O)c1ccc(NS(=O)(=O)c2c(C)n(C)c(=O)n(C)c2=O)cc1	-16	-12	-15	0	12	-7	-10	3	1.8
CC(C)(C)[C@H]1C=C(C(=O)NCc2nc3ccccc3[nH]2)O[C@@H](OCc2ccc(CO)cc2)C1	-7	1	53*	-2	5	-9	7	2	0.8
O=C1/C(=C\c2ccsc2)N2CCC1CC2	3	-7	39	-2	9	-2	0	6	-2.7
COc1ccc2c(C(=O)c3ccc(Cl)cc3)n(CCCC(N)=O)[n+]([O-])c2c1	-16	-7	14	8	-12	-16	-14	9	1.6
Cc1ccc(NC(=O)CN2C(=O)NC(Cc3c[nH]c4ccccc34)C2=O)cc1S(=O)(=O)N1CCCCC1 (stereo not drawn)	-23	5	3	-3	-22	0	12	3	-0.1
O=Cc1cn(-c2ccccc2)nc1-c1cc2c(ccc3ccccc32)oc1=O	26	-1	27	-5	-5	-12	-4	-7	0.1
CC(C)(C)C(=O)Nc1ccc(N2CCN(c3ccc(C(F)(F)F)cn3)CC2)nc1	-27	-11	15	-1	11	1	40	29	2.8
O=C1CC(c2ccccc2)=NO1	x	5	x	x	16	0	x	5	x
CSCCC(NC(=O)C1CCC(C)CC1)C(=O)N1CCN(c2ccccn2)CC1 (stereo not drawn)	4	-2	-11	-2	20	6	14	-2	-0.6
O=C1CC(N2CCN(C(c3ccccc3)c3ccccc3)CC2)C(=O)N1 (stereo not drawn)	1	1	28	-1	16	1	5	5	-1.6
CCOC(=O)CNC(=O)/C=C/c1c(Cl)cccc1Cl	-3	-14	3	0	4	1	-5	-7	4.3
COC(=O)c1ccc(N2CCN(S(=O)(=O)c3ccc4ccccc4c3)CC2)c([N+](=O)[O-])c1	14	5	-5	4	8	3	3	7	6.3
CCc1cc2c(=O)c(-c3ccon3)c(N)oc2cc1OC	-55	4	-28	14	13	2	-51	-28	4.2
Cc1cc(NC(=O)C2CCCC2)n(-c2nc3ccccc3[nH]2)n1	-5	0	53*	6	41	24	10	2	0.8
Cc1ccc(C)c(-c2cc(C(=O)NN3CCOCC3)c3ccccc3n2)c1	13	-2	9	0	5	9	-12	4	-0.3

Not a retest: 2 of the compounds above.
SMILES	697 NFkB inh	EBI2 antag	Mdm2 MdmX PPI	UPR XBP1 act	CCR6 antag	CXCR6 block	Jurkat NFkB inh	Gli-Sufu antag	CHOP UPR activ
Cc1cc(NC(=O)C2CCCC2)n(-c2nc3ccccc3[nH]2)n1	-5	0	53*	6	41	24	10	2	0.8
Cc1ccc(C)c(-c2cc(C(=O)NN3CCOCC3)c3ccccc3n2)c1	13	-2	9	0	5	9	-12	4	-0.3

Continued:
SMILES	697 NFkB inh	EBI2 antag	Mdm2 MdmX PPI	UPR XBP1 act	CCR6 antag	CXCR6 block	Jurkat NFkB inh	Gli-Sufu antag	CHOP UPR activ
Cc1cc(C(=O)Nc2ccccc2C)c2ccccc2n1	9	-4	13	-4	15	-6	-11	-2	-3.5
O=C(NNC(=O)c1ccc2ccccc2c1)c1cccc(F)c1	x	24	x	x	9	-2	x	-5	x
CCCc1cc(Nc2ccccc2)n2ncnc2n1	26	1	24	-1	14	-4	0	5	1.0
CN1CCN(c2ccc(NC(=O)c3cc4ccccc4o3)cc2)CC1	-104	0	-99	-3	6	1	-131	16	3.8
CCOC(=O)/C(=C/Nc1ccc(F)cc1)[N+](=O)[O-]	-14	-18	-3	-3	-2	-5	-5	0	0.2
CCOC(=O)CNc1nc(Cl)nc(Nc2ccccc2)n1	1	1	-44	1	11	-1	9	1	3.6
CCOC(=O)CSC1=C(C#N)C(c2ccc(OC)cc2)C2=C(CC(C)(C)CC2=O)N1 (stereo not drawn)	-31	8	-28	0	33	4	-25	-7	0.8
O=C(Oc1ccc(O)cc1)C12CC3CC(CC(C3)C1)C2	14	-9	-17	1	-23	-2	-1	4	-1.5
O=C(NCCCc1ccccc1)C1CC1	-5	-7	26	5	9	0	4	-2	-0.4
COc1ccccc1OCCSc1nc2ccccc2n1CC(N)=O	-1	4	17	-4	4	-25	-11	15	2.7
CC(=O)OC1CC2(C)/C(=N\O)CCC2C2CCc3cc(O)ccc3C12 (stereo not drawn)	5	2	23	10	6	-15	-11	1	0.2
COc1ccc(S(=O)(=O)N2CCOC23CCN(S(=O)(=O)c2ccc(F)cc2)CC3)cc1	21	5	19	-4	0	-12	9	8	1.2
O=C(CN1CCN(S(=O)(=O)N2CCCCC2)CC1)Nc1ccc(Cl)c(Cl)c1	6	25	16	0	13	-2	7	14	1.0
CCS(=O)(=O)c1ccc(NC(=O)c2ccccc2Cl)c(O)c1	3	-12	9	2	-6	-3	1	-1	-1.7
Cc1cc(NC(=O)CSc2ccc(-c3nc4cc(C)c(C)cc4[nH]3)cn2)no1	-32	29	6	58*	-28	-1	-175	97*	3.6
COc1cc(/C=N/Nc2ccc(S(N)(=O)=O)cc2)cc(OC)c1OC	7	12	23	-4	3	2	11	7	0.9
Cc1cc(C)n2nc(C(=O)OCC(=O)N3CC(C)CC(C)C3)nc2n1 (stereo not drawn)	6	0	18	5	7	2	4	-7	1.9
CCN(C(=O)COC(=O)CCOc1ccccc1C)c1c(N)n(Cc2ccccc2)c(=O)[nH]c1=O	x	3	x	x	5	0	x	2	x
CN(CC(=O)Nc1ccc(Cl)cc1)C(=O)c1ccc(N2CCCC2=O)cc1	-6	12	4	1	6	-4	-24	-10	-1.2
O=C(O)CSc1nc2ccc(C(=O)c3ccccc3)cc2[nH]1	6	1	11	0	14	5	-8	11	2.8
O=c1[nH]c(COc2ccc(Cl)cc2Br)nc2ccccc12	-114	13	-90	-5	8	8	-85	-50	5.8
C/C(=N/OCC(=O)NCCCCCCNC(=O)CO/N=C(/C)c1cccs1)c1cccs1	-15	25	9	-2	21	10	5	9	-1.0
Cc1ccc(S(=O)(=O)N2CCCC(C(=O)NCc3cccnc3)C2)cc1Cl (stereo not drawn)	16	-7	24	-1	5	5	1	0	-0.2
COc1ccc(NC(=O)CC(NCCc2ccccc2)C(=O)O)c(OC)c1 (stereo not drawn)	-30	-7	0	-4	-5	6	-18	-10	2.0
O=C1CCCN2N=C(SCC(=O)Nc3nccs3)SC2=N1	2	1	-27	5	1	0	-9	1	1.3
CC1=C(C(=O)OCc2ccccc2)C(c2ccc(C#N)cc2)NC(=O)N1CCCC(=O)O (stereo not drawn)	6	0	15	2	6	-5	12	-3	-2.3
Cc1cc(NC(=O)c2ccc(Cl)cc2Cl)no1	-77	-3	-63	-1	5	-9	-80	-58	2.7
O=C(Nc1c(F)cccc1F)c1ccc2c(c1)CCN2S(=O)(=O)c1ccccc1	-34	-9	10	-3	10	7	7	-3	-0.5
CCCC1Cc2[nH]c(=O)c(C#N)cc2CO1 (stereo not drawn)	23	-13	-24	-5	3	1	10	10	0.1
Cc1ccc(OCc2ccc(C(=O)N3CCCC3)o2)cc1C	-90	1	10	-1	15	-9	-22	-16	3.0
Cc1onc(-c2ccccc2Cl)c1C(=O)Nc1nc2c(s1)CCCC2	-68	-5	27	0	-3	-2	-33	-17	6.9

Bioassay records (PubChem)

Random draw from the library; any-hit rate near 5%.
